# Screening data: PubChem BioAssay, National Center for Advancing Translational Sciences (NCATS)
# SW480 rereplic: A quantitative high throughput screen for small molecules that induce DNA re-replication in SW480 colon adenocarcinoma cells. 340,000 tested, 1.8% active. AID 624297, 2012. SW480 DNA re-replication, Hoechst DNA content imaging, 48 h. Potency, µM (titrated, usually from 46.1 µM), for the others: at the top dose re-replication activation, usual class: activators; further: potency means the concentration at half of the fitted maximal effect; % of control where 0% means no effect; nearly all actives have a fitted effect of over 55% in size
#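 250 cells/well; 23 nL cpd via pin tool; 48 hr, 37 C, 5% CO2; Hoechst 40 min; imager read of total nuclear intensity, ex 405/em 500-530 nm.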
# WRN inhibitor: qHTS for Inhibitors of WRN Helicase; 360,000 tested, 0.46% active; WRN helicase unwinding, fluorescent forked duplex, kinetic; AID 651768, 2012; Potency, µM (highest dose often 114 µM), without a hit: at the top dose activity change, negative = inhibition, actives largely listed as inhibitors; further: potency means the concentration at half of the fitted maximal effect; on the % scale 0 is the no-effect control and ±100 the full control effect; nearly all actives have a fitted effect of over 55% in size
#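 WRN at 20 nM final was preincubated with compound for 15 min at room temperature; reaction started with 100 nM forked duplex oligonucleotide carrying fluorophore and quencher plus 2 mM ATP (final). Unwinding followed kinetically by red fluorescence (ex 525/em 598 nm).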
# HT1080 IDH1KD tx: qHTS for induction of synthetic lethality in tumor cells producing 2HG: qHTS for the HT-1080-IDH1KD cell line. AID 686971, 2013. 360,000 tested, 2% active. HT-1080 IDH1 knockdown viability, ATP luminescence, 48 h. Potency, µM (top dose mostly 46.1 µM), inactives show at the top dose activity, negative = toxicity, most hits filed as cytotoxic;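 further: potency means the concentration at half of the fitted maximal effect; 0% = DMSO wells and -100% = cell-free medium wells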
#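 After a 2 h attachment period, IDH1KD HT-1080 cells took pin-transferred compound for 48 h at 37 °C; ATP-based luminescence after 10 min room-temperature reagent incubation reported viability.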
# MCF10A rerep: A quantitative high throughput screen for small molecules that induce DNA re-replication in MCF 10a normal breast cells. MCF 10A DNA re-replication, Hoechst nuclear intensity, 48 h. Potency, µM (series often up to 46.1 µM), without a hit: at the highest dose activity, positive = re-replication, hits mostly activators. 350,000 tested, 2.9% active; further: potency means the concentration at half of the fitted maximal effect; % of control where 0% means no effect; nearly all actives have a fitted effect of over 50% in size
# IL1B secr inh: qHTS for Inhibitors of Inflammasome Signaling: IL-1-beta AlphaLISA Primary Screen | THP-1 LPS/ATP IL-1B secretion, AlphaLISA, 16 h; active compounds read low | activity change, % at 57.5 µM | 360,000 tested, 4.7% active | AID 743279, 2014; in the data active means activity change below about -50%; inconclusive means mostly about -30% to -49%; further: on the % scale 0 is the no-effect control and ±100 the full control effect
#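 Secreted IL-1B measured by AlphaLISA bead assay after 16 h compound exposure of THP-1 cells; compounds (final up to 57.5 uM) added 1 h before LPS (250 ng/mL) and ATP (1.25 mM) stimulation; lower signal means less secretion.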
# HT1080-NT tox: qHTS for induction of synthetic lethality in tumor cells producing 2HG: qHTS for the HT-1080-NT fibrosarcoma cell line; HT-1080-NT fibrosarcoma viability, CellTiter-Glo ATP luminescence, 48 h; Potency, µM (doses to about 46.1 µM), without a hit: at the top dose activity, negative = less viability, actives largely listed as cytotoxic; AID 686970, 2013; 360,000 tested, 1.6% active;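 further: NT is the 2HG producing partner of a matched IDH1 knockdown line; potency means the concentration at half of the fitted maximal effect; 0% = DMSO-treated cells and -100% = media-only wells without cells; nearly all actives have a fitted effect of over 55% in size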
#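 Compounds were tested in concentration-response format on HT-1080-NT cells for 48 hours at 37 degrees C. Cell viability came from CellTiter-Glo luminescence; curves were classified by r2, response magnitude and activity.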
# KB-V1 MDR tox: qHTS assay for MDR1-selective chemotherapeutics: Primary screen using the drug-selected MDR subline cells KB-V1; Potency, µM (doses to about 46.1 µM), without a hit: top-dose activity change, negative = cytotoxicity, usual class: cytotoxic; KB-V1 MDR cells viability, CellTiter-Glo, 72 h; AID 1347076, 2019; 400,000 tested, 3.4% active; further: potency means the concentration at half of the fitted maximal effect; on the % scale 0 is the no-effect control and ±100 the full control effect; nearly all actives have a fitted effect of over 60% in size
#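 Drug-selected KB-V1 cells, grown in DMEM lacking phenol red with 10% FBS, receive compound titrations; after three days at 37 degrees C, surviving cell ATP is quantified by CellTiter-Glo luminescence and responses normalized and curve-fitted.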
# KB-3-1 cytotox: qHTS assay for MDR1-selective chemotherapeutics: Primary screen using the parental adenocarcinoma cell KB-3-1; 400,000 tested, 1.4% active; KB-3-1 viability, CellTiter-Glo ATP luminescence, 72 h; Potency, µM (top dose mostly 46.1 µM), for the others: top-dose activity change, negative = cytotoxic, hits mostly cytotoxic; further: potency means the concentration at half of the fitted maximal effect; on the % scale 0 is the no-effect control and ±100 the full control effect; nearly all actives have a fitted effect of over 60% in size
#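 KB-3-1 parental drug-naive adenocarcinoma cells in DMEM/10% FBS, incubated 72 h at 37 C with pin-transferred compounds across a concentration series. Viability by CellTiter-Glo luminescence; concentration-response curves fitted after normalization.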
# ATXN2 expr inh: Primary qHTS for Inhibitors of ATXN expression | 360,000 tested, 0.72% active | Potency, µM (titrated, usually from 57 µM), for the others: top-dose activity change, negative = inhibition, most hits filed as inhibitors | HEK-293 ATXN2-luciferase reporter, luminescence, 24 h; further: potency means the concentration at half of the fitted maximal effect; on the % scale 0 is the no-effect control and ±100 the full control effect; nearly all actives have a fitted effect of over 55% in size
#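 ATXN2-luciferase reporter cells (luciferase flanked by upstream and downstream ATXN2 gene portions) were treated 24 h at 37 °C with compounds at up to 57 uM. SteadyGlo luminescence gave expression; GF-AFC fluorescence gave viability.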
# * hit, by the source's call; ? = inconclusive; nt = not tested or not shown; & = joins results of further samples; [ ] = remark or other dose. Unless noted, the call rests on the fitted dose curve; in most records, active means well fitted curve in the direction sought with a large enough effect; inconclusive means small, poorly fitted or top-dose-only effect, or another doubt; inactive means no such curve, though single readings can be large; an effect the other way counts as inactive or inconclusive. Rows are unselected; about 12% have a hit in one of these screens.
SMILES,SW480 rereplic,WRN inhibitor,HT1080 IDH1KD tx,MCF10A rerep,IL1B secr inh,HT1080-NT tox,KB-V1 MDR tox,KB-3-1 cytotox,ATXN2 expr inh
CCOc1ccc(NC(=O)N(C2CCCCC2)C2CCN(C(C)=O)CC2)cc1,-4.9%,5.5%,1.5%,-0.6%,-21.8,3.6%,4.7%,14.1%,8.6%
O=C1CC(N2CCC(O)(c3ccc(Cl)cc3)CC2)C(=O)N1 (centres undefined),-4.3%,-22.3%,-1.4%,-1.2%,-5.1,-1.9%,12.1%,-1.5%,6.4%
CSCCC(NS(=O)(=O)c1ccc(Cl)cc1)C(=O)OCC(=O)c1ccc(F)cc1 (centres undefined),-4.0%,-12.1%,27.3%,-3.6%,10.6,16.2%,-6.0%,-2.4%,1.4%
CCOC(=O)C1CCN(S(=O)(=O)c2cn(C)c(C)n2)CC1,1.4%,5.5%,12.4%,0.2%,19.6,14.3%,?,-8.3%,-22.5%
CC(=O)c1cc(CN2C(=O)c3ccccc3C2=O)cs1,-4.5%,-5.8%,5.8%,4.5%,-10.9,12.2%,10.1%,6.9%,0.4%
CN(C(=O)COc1ccc(Oc2ccccc2)cc1)C1CCS(=O)(=O)C1 (centres undefined),-3.1%,9.0%,-20.4%,14.0%,3.8,-14.2%,-26.3%,3.4%,7.3%
COc1ccc(NC(=O)COC(=O)CN2C(=O)c3ccccc3C2=O)cc1,-0.3%,-11.3%,-15.8%,-1.2%,9.0,-0.6%,-0.6%,-16.6%,-6.4%
CC1=CC(C)(C)n2c(O)c(N=NC(N)=S)c3c(C)c(C)cc1c32,4.7%,-6.0%,-0.5%,-24.6%,-15.8,5.8%,0.0%,-0.6%,-12.9%
CC1(NC(=O)CC(c2ccccc2)(c2ccccc2)c2ccccc2)CCN(Cc2ccc(-c3ccccc3)cc2)C1=O (centres undefined),11.0%,-5.6%,-4.9%,9.5%,-0.2,-20.6%,0.8%,?,-4.2%
COc1cccc(NC(=S)N(CCCN2CCCC(C)C2)Cc2cccs2)c1 (centres undefined),0.6%,1.2%,-13.4%,6.3%,-0.7,-14.9%,?,-3.2%,-9.2%
CC(C)c1ccc(NC(=O)CCNS(=O)(=O)c2cc(Br)cnc2N)cc1,?,0.4%,?,8.6%,-17.4,3.4%,?,?,-1.5%
CCc1ccc(-c2cnc3ccccc3n2)cc1NC(=O)CNC(=O)c1ccccc1,-7.0%,1.5%,-2.7%,12.8%,71.4,7.0%,-0.1%,0.3%,34.7%[activator]
COC(=O)Cn1c(CN(C)Cc2ccccc2)nc2c1c(=O)n(C)c(=O)n2C,-12.8%,-8.7%,8.1%,-9.8%,64.0,16.4%,?,?,-26.8%
O=C(CSc1nc2ccccc2n1S(=O)(=O)c1cccc([N+](=O)[O-])c1)NCCc1ccccc1,-1.8%&7.7%,-4.8%,-8.9%,14.5%&-21.0%,-8.2,-4.0%,3.66µM*,?,-26.4%
CC1(Cc2cc(Cl)ccc2C(F)(F)F)C(=O)Nc2cc(-c3ccccc3Cl)ccc21 (centres undefined),nt,-7.4%,0.1%,nt,-9.0,1.0%,5.2%,0.0%,-2.3%
Cc1cc(C(=O)CSc2nc3ccccc3[nH]2)c(C)n1C,1.3%,-1.7%,14.2%,1.1%,-4.5,10.9%,-11.2%,-0.2%,-2.6%
Cc1ccc(Cc2c(-c3cccc(Cl)c3)nc3ccc(Br)cn23)cc1,nt,-11.8%,-12.4%,nt,59.9,-20.5%,-25.2%,-1.2%,34.2%
O=C(O)c1ccccc1S(=O)(=O)Cc1ccccc1,?,-9.3%,-2.6%,?,34.9,0.4%,-9.2%,-7.6%,-1.5%
O=C(N/N=C/c1ccc2c(c1)OCO2)c1ccc(NC(=O)c2ccc(F)cc2)cc1,-0.1%,-5.4%,-8.8%,17.9%,-2.4,?,-13.2%,-10.7%,0.4%
CCOc1cc(/C=N/NC(=O)C(=O)N/N=C/c2ccc(O)c(OCC)c2)ccc1O,-4.9%,-2.2%,12.1%,?,9.8,11.1%,-2.8%,9.5%,-8.5%
O=C(O)c1cccc(NS(=O)(=O)c2ccc3nnn(O)c3c2)c1,-11.0%,13.2%,15.4%,3.1%,21.8,16.9%,14.2%,8.8%,-4.9%
Cc1c(-c2cc(C(=O)O)c3ccccc3n2)cnn1C,-9.7%,-5.3%,-0.6%,4.3%,27.8,28.0%,21.6%,21.6%,2.0%[11.3 µM]
NC(Cc1ccc(Cl)cc1)c1csc(Nc2ccc(C(=O)NCCCO)cn2)n1 (centres undefined),nt,5.1%,?,nt,0.2,14.6µM*,6.4%,0.0%,-18.0%
COc1ccc(C2=NN(C(=O)CSc3nc(=O)n4cc(C)ccc4n3)C(c3ccc(C)cc3)C2)cc1 (centres undefined),1.4%,-0.3%,-17.0%,-6.4%,-9.9,-13.7%,7.8%,-2.9%,2.5%
COc1ccc(-c2ccc(C(=O)Nc3cc(OC)c(OC)c(OC)c3)c3occc23)c(C)c1,nt,-7.4%,?,nt,-15.4,-28.2%,6.51µM*,?,?
CCn1c(=O)c(=O)[nH]c2cc(C(=O)N(C)Cc3ccc(OC)c(F)c3)ccc21,0.6%,?,3.8%,1.2%,21.8,16.5%,21.3%,-21.7%,7.1%
CCOC(=O)C1C2C=CC3(CN(c4ccc(Cl)c(F)c4)C(=O)C13)O2 (centres undefined),-4.9%,3.2%,-1.1%,0.0%,1.5,-0.3%,-18.6%,-0.4%,-13.2%
C/C(=N/NC(=O)c1ccccc1)C1=C(O)CC(C)(C)CC1=O,?,-5.8%,0.2%,0.6%,-2.4,12.6%,8.8%,3.7%,nt
Cc1cnc(C2OCCO2)c2cccc(N)c12,nt,13.9%,6.3%,nt,-11.7,-7.7%,1.7%,2.4%,nt
C/C(=N\NC(=O)C(N)=O)c1ccc(O)cc1O,-15.5%[1.84 µM],2.1%[57.1 µM],-10.0%,-29.1%,-1.8,4.9%,-10.8%,-6.8%,3.0%
O=C(O)c1nn(Cc2nc3ccccc3o2)c(=O)c2ccccc12,26.1%,-8.3%,5.0%,1.9%,5.3,14.7%,7.4%,-0.2%,4.7%
CCOc1ccc(-n2c(=S)sc3c(=O)[nH]c(SCC(=O)NC4CCCCC4)nc32)cc1,nt,3.7%,12.2%,nt,-12.0,3.5%,-3.2%,2.1%,nt
COc1ccc(OC)c(C2C3=C(CCCC3=O)NC3=C2C(=O)CCC3)c1,-1.4%[9.22 µM],-6.4%,-2.0%,-8.4%,0.1,1.0%,26.8%,0.0%,-5.2%
COc1ccccc1NC(=O)CN1CCN(CC(=O)Nc2ccccc2F)CC1,-1.1%,-3.8%,8.8%,6.1%,25.1,7.5%,-15.6%,-1.4%,-5.4%
CSc1oc(-c2ccccc2)nc1C(N)=O,-0.5%,-3.6%,16.4%,-6.4%,3.9,16.4%,10.2%,-6.0%,5.5%
Cc1c(C(=O)NCCCN2CCOCC2)oc2c1C1(CCC2)SCCS1,?,5.5%,12.2%,?,-0.1,5.5%,-2.2%,-7.9%,31.5%
COc1ccc(-c2nc(C#N)c(NCCN(C)C)o2)cc1,-4.0%,-10.5%,0.1%,20.5%,-19.7,-16.4%,3.3%,2.1%,-5.1%
O=S(=O)(Nc1nc2ccccc2nc1Cl)c1ccc(Cl)cc1,0.4%,-12.3%,-10.3%,?,27.1,-17.1%,?,?,-16.4%
O=C(Nc1ccccc1-c1ccccc1)c1ccco1,-0.1%,4.4%,-0.2%,24.3%,-14.8,2.0%,10.8%,-2.2%,-3.8%
Cc1ccc(-c2nc(CS(=O)CC(=O)NC3CCCC(C)C3C)c(C)o2)cc1 (centres undefined),-2.5%,2.3%,-6.4%,-1.9%,-53.6*,-1.5%,-8.0%,-4.3%,-12.0%
CC(=O)N1CCN(C(=O)c2cc(S(=O)(=O)Nc3ccc(S(C)(=O)=O)cc3)ccc2Cl)CC1,0.7%,2.9%,10.4%,10.2%,16.5,6.6%,-6.4%,15.3%,-19.1%
Cc1ccc(/C=N/NC(=O)c2c(-c3ccccc3)noc2C)o1,-2.5%,4.2%,?,-16.4%,31.1,14.9%,-5.2%,0.5%,4.7%
Cc1oc2cc3oc(=O)c(CCC(=O)NCCN4CCOCC4)c(C)c3cc2c1C,-4.8%,2.6%,6.1%,-2.3%,?,-0.2%,-13.3%,0.0%,28.4%
CCC(=O)N1CCC1(C)C(=O)NS(=O)(=O)c1cccc(C#N)c1 (centres undefined),nt,4.9%,3.9%,nt,22.5,16.7%,0.7%,0.0%,12.1%
O=C(CCC(=O)c1cccs1)NCc1ccccc1,-0.3%,-3.8%,11.8%,-5.1%,5.3,2.6%,17.3%,0.7%,-9.0%
CCc1cccc(C)c1NC(=O)CO/N=C(\C)c1cc2ccccc2o1,15.1%,6.4%,-20.4%,12.6%,-2.1,-12.0%,?,0.0%,-1.4%
CN(C)CCN(Cc1ccccc1)c1nccc(N(C)C)c1C#N,0.7%,3.9%,-1.3%,-3.8%,-7.2,7.4%,-13.7%,-4.6%,-6.0%
